EZH2 inh: blocks human EZH2/PRC2 H3K27 methylation; Q15910; DELFIA TRF, 1 h; inhibition, % at 12.5 µM; 0.35% of 57,000 active; AID 651548;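 active = mean inhibition of replicates at least 50% and every single replicate also reaching 50%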;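 note: dimethyl H3K27 on biotinylated H3 21-44 peptide detected by antibody; plate controls were median neutral control wells for no effect and median positive control wells for full effect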
Target sequence (Q15910 whole entry, looked up): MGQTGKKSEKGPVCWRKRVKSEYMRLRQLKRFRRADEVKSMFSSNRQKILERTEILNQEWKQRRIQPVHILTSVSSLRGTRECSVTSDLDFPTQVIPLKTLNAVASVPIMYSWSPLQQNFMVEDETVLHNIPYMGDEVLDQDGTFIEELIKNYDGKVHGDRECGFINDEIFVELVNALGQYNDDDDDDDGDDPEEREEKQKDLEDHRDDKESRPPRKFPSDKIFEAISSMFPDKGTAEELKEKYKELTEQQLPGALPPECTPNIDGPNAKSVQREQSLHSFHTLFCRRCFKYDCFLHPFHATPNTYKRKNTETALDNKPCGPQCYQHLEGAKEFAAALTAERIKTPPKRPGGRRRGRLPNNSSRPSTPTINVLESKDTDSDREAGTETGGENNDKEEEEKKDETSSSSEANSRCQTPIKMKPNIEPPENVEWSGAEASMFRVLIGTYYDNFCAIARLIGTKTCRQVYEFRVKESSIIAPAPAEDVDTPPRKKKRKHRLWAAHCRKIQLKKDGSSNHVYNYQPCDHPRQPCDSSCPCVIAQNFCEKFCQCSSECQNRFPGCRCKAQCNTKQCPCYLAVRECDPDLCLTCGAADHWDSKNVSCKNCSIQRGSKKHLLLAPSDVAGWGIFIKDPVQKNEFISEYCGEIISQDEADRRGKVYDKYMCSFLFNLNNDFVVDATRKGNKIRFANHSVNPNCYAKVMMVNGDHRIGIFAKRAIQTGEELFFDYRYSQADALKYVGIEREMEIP
IDH1 mut inh: inhibitors of human IDH1 R132H | O75874 | IDH1 R132H reductase, diaphorase/resazurin fluorescence, 60 min | inhibition, % at 10 µM | 0.18% of 70,000 active | AID 624101; in the data active = inhibition above about 34%;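 note: 0% = DMSO and 100% = no enzyme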
* marks the source's active call; other numbers are inactive results; x = not tested or not shown. These rows are one share of the data (hit frequency here may not be typical).

Screens in order – EZH2 inh | IDH1 mut inh
- C[C@H](CO)N1C[C@H](C)[C@@H](CN(C)C(=O)Nc2cccc3ccccc23)Oc2ccc(NS(=O)(=O)c3ccc(F)cc3)cc2CC1=O
  x | 0.4
- CO[C@H]1CN(C)C(=O)c2ccc(NC(C)=O)cc2OC[C@@H](C)N(Cc2nccs2)C[C@@H]1C
  5.3 | 0.0
- C[C@H]1CCCCO[C@@H](CN(C)Cc2ccncc2)[C@@H](C)CN([C@@H](C)CO)C(=O)c2cc(NS(=O)(=O)c3cccs3)ccc2O1
  x | 6.3
- C[C@H]1CN([C@@H](C)CO)C(=O)Cc2cc(NC(=O)Nc3ccc4c(c3)OCO4)ccc2O[C@H]1CN(C)S(=O)(=O)c1ccccc1
  x | 1.5
- COCCNC(=O)C[C@H]1CC[C@H](NC(=O)NC2CCCC2)[C@H](CO)O1
  -15.8 | 0.3
- C[C@@H]1CN([C@H](C)CO)C(=O)Cc2cc(NS(=O)(=O)c3ccc(F)cc3)ccc2O[C@H]1CN(C)Cc1ccc(Cl)c(Cl)c1
  x | 0.3
- Cc1noc(C)c1NC(=O)Nc1ccc2c(c1)C(=O)N([C@H](C)CO)C[C@H](C)[C@H](CN(C)C(=O)Nc1ccc3c(c1)OCO3)OCCCC[C@H](C)O2
  x | -1.4
- C[C@H]1CCCCO[C@@H](CN(C)S(=O)(=O)c2cn(C)cn2)[C@@H](C)CN([C@@H](C)CO)C(=O)c2cc(NC(=O)C3CCCCC3)ccc2O1
  x | 3.3
- C[C@@H]1CN([C@H](C)CO)C(=O)c2cc(C3=CCCC3)cnc2O[C@H]1CN(C)Cc1ccccc1C(=O)O
  x | 0.0
- COC(=O)C[C@@H]1C[C@@H]2c3cc(NC(=O)Nc4ccccc4)ccc3O[C@@H]2[C@@H](CO)O1
  6.3 | 0.6
- CCC(=O)N[C@@H]1CC[C@@H](CCn2cc(C3CC3)nn2)O[C@@H]1CO
  7.2 | -0.1
- OC[C@@]1(O)CO[C@H](OC[C@H]2O[C@@H](OC(CCCCc3ccc(O)cc3)CCc3ccc(O)cc3)[C@H](O[C@H]3OC[C@](O)(CO)[C@H]3O)[C@@H](O)[C@@H]2O)[C@@H]1O (stereo not given in full)
  99.0* | -0.5
- C[C@H]1CN([C@@H](C)CO)C(=O)c2cc(C3=CCCC3)cnc2O[C@H]1CN(C)C(=O)NC1CCCC1
  -6.0 | 0.8
- COC(=O)[C@@]1(Cc2ccccc2CN=[N+]=[N-])N=C(c2ccc(OCCCO)cc2)O[C@H]1c1ccccc1CN=[N+]=[N-]
  27.1 | -0.3
- C[C@H]1CN([C@@H](C)CO)S(=O)(=O)c2ccc(-c3ccccc3F)cc2O[C@@H]1CN(C)Cc1cncnc1
  x | -0.6
- C[C@@H]1CN([C@@H](C)CO)C(=O)c2cc(-c3cccc(F)c3)cnc2O[C@@H]1CN(C)C(=O)C1CCOCC1
  x | -0.2
- COc1ccc(NC(=O)N[C@@H]2CC[C@@H](CC(=O)NC3CCC3)O[C@@H]2CO)cc1
  -10.3 | 0.1
- C[C@H](CO)N1C[C@H](C)[C@@H](CN(C)Cc2ccc3c(c2)OCO3)Oc2c(cccc2N(C)C)C1=O
  2.4 | -3.9
- O=C(NCC[C@@H]1CC[C@H](NS(=O)(=O)c2ccccc2)[C@H](CO)O1)c1ccc2c(c1)OCO2
  -0.9 | 0.0
- Cc1ccc(S(=O)(=O)N[C@H]2CC[C@H](CC(=O)NCCc3ccncc3)O[C@@H]2CO)cc1
  5.6 | -0.2
- C/C=C/c1cnc2c(c1)C(=O)N([C@H](C)CO)C[C@@H](C)[C@@H](CN(C)S(=O)(=O)c1ccccc1F)O2
  1.7 | -0.1
- C[C@H]1CN([C@@H](C)CO)C(=O)CCCn2nncc2CO[C@@H]1CN(C)S(=O)(=O)c1cccc(F)c1
  x | -1.9
- CO[C@H]1CN(C)C(=O)c2cc(NC(=O)Cc3ccccc3)ccc2OC[C@@H](C)N(C(C)=O)C[C@@H]1C
  2.3 | -0.6
- COC(=O)[C@@]1(CCS(=O)(=O)c2ccccc2)N=C(c2ccc(OCCCO)cc2)O[C@H]1c1ccccc1N=[N+]=[N-]
  14.7 | 0.3
- C[C@H]1CN([C@@H](C)CO)C(=O)c2cc(/C=C/c3ccccc3)cnc2O[C@H]1CN(C)C(=O)C1CC1
  -8.8 | 0.5
- CCCNC(=O)N(C)C[C@H]1Oc2ncc(C#CC3CC3)cc2C(=O)N([C@@H](C)CO)C[C@H]1C
  1.7 | 0.0
- C[C@H]1CN([C@@H](C)CO)C(=O)Cc2cc(NS(=O)(=O)c3ccccc3)ccc2O[C@H]1CN(C)S(=O)(=O)c1ccccc1
  x | -1.3
- C[C@H]1CN([C@@H](C)CO)C(=O)c2cc(NC(=O)CCC(F)(F)F)ccc2O[C@@H]1CN(C)Cc1ccc(C(F)(F)F)cc1
  x | 0.2
- C[C@H](CO)N1C[C@H](C)[C@H](CN(C)C(=O)Cc2ccccn2)Oc2ncc(-c3ccncc3)cc2C1=O
  x | 3.1
- O=C(Nc1ccccc1)N[C@@H]1CC[C@@H](CCNC(=O)c2ccccc2F)O[C@H]1CO
  -0.5 | -0.3

Arranged by formula weight (high to low): five of the compounds above.
Screens in order – EZH2 inh | IDH1 mut inh
- C[C@H]1CN([C@@H](C)CO)C(=O)Cc2cc(NS(=O)(=O)c3ccccc3)ccc2O[C@H]1CN(C)S(=O)(=O)c1ccccc1
  x | -1.3
- COC(=O)[C@@]1(Cc2ccccc2CN=[N+]=[N-])N=C(c2ccc(OCCCO)cc2)O[C@H]1c1ccccc1CN=[N+]=[N-]
  27.1 | -0.3
- CO[C@H]1CN(C)C(=O)c2cc(NC(=O)Cc3ccccc3)ccc2OC[C@@H](C)N(C(C)=O)C[C@@H]1C
  2.3 | -0.6
- O=C(Nc1ccccc1)N[C@@H]1CC[C@@H](CCNC(=O)c2ccccc2F)O[C@H]1CO
  -0.5 | -0.3
- COC(=O)C[C@@H]1C[C@@H]2c3cc(NC(=O)Nc4ccccc4)ccc3O[C@@H]2[C@@H](CO)O1
  6.3 | 0.6

The list continues.
Screens in order – EZH2 inh | IDH1 mut inh
- CCCN(C)C[C@H]1Oc2ncc(-c3ccccc3)cc2C(=O)N([C@@H](C)CO)C[C@H]1C
  -1.4 | -1.6
- O=C(C[C@H]1CC[C@H](NS(=O)(=O)c2ccccc2)[C@@H](CO)O1)NCc1ccncn1
  -15.6 | 0.8
- CO[C@H]1CN(C)C(=O)c2cc(NC(=O)c3ccccc3)ccc2OC[C@H](C)N(C)C[C@H]1C
  -3.7 | -0.1
- C[C@@H]1CN([C@H](C)CO)C(=O)c2c(c3ccccc3n2C)-c2ccccc2CO[C@@H]1CN(C)S(=O)(=O)Cc1ccccc1
  -7.6 | 0.0
- C[C@@H]1CN([C@@H](C)CO)C(=O)c2cccc(NC(=O)c3ccc(-c4nccs4)cc3)c2O[C@H]1CN(C)Cc1ccc(C(=O)O)cc1
  x | 7.8
- COc1ccccc1CNc1nc2nc(C)cc(=O)n2[nH]1
  x | -0.3
- COc1ccc(S(=O)(=O)N[C@@H]2CC[C@H](CC(=O)N3CCN(c4ccccc4)CC3)O[C@@H]2CO)cc1
  -9.9 | 0.0
- C[C@H]1CCCCO[C@H](CN(C)Cc2ccc(C(F)(F)F)cc2)[C@@H](C)CN([C@@H](C)CO)C(=O)c2cc(NC(=O)Cc3ccccc3)ccc2O1
  x | 0.3
- C[C@@H]1CCCCO[C@H](CN(C)C(=O)Nc2ccccc2)[C@@H](C)CN([C@H](C)CO)C(=O)c2cc(N(C)C)ccc2O1
  8.2 | -2.0
- C[C@H]1CN([C@@H](C)CO)C(=O)c2cccc(NC(=O)Nc3ccc(C(F)(F)F)cc3)c2O[C@H]1CN(C)Cc1ccncc1
  x | 3.0
- O=C(N[C@@H]1CC[C@H](CCNS(=O)(=O)c2cccc(Cl)c2)O[C@@H]1CO)c1ccncc1
  3.7 | -0.5
- COc1ccc(CN(C)C[C@H]2OCCCC[C@H](C)Oc3ccc(NC(=O)Nc4c(C)noc4C)cc3C(=O)N([C@H](C)CO)C[C@@H]2C)cc1
  x | -0.8
- Cc1c(CCC(=O)O)c(=O)oc2cc(OCc3ccc(Cl)c(Cl)c3)ccc12
  49.7 | -0.1
- O=C(N[C@@H]1C=C[C@@H](CC(=O)N2CCCCC2)O[C@@H]1CO)c1ccc2c(c1)OCO2
  2.5 | 0.0
- CCCN1C[C@@H](C)[C@@H](OC)CN(C)C(=O)c2cc(NC(=O)Nc3ccccc3F)ccc2OC[C@H]1C
  -2.9 | -0.3
- C[C@H]1CN([C@@H](C)CO)C(=O)Cc2cc(NS(=O)(=O)c3cccs3)ccc2O[C@@H]1CN(C)Cc1ccc(C(=O)O)cc1
  x | 0.8
- C/C=C/c1ccc2c(c1)O[C@H](CN(C)C(=O)CC1CC1)[C@H](C)CN([C@H](C)CO)S2(=O)=O
  -8.3 | 0.6
- COc1cccc(C(=O)Nc2ccc3c(c2)OC[C@@H](C)NC[C@@H](C)[C@@H](OC)CN(C)C3=O)c1
  -0.3 | -0.6
- C[C@@H]1CN([C@@H](C)CO)C(=O)c2cc(C#C[C@@H](C)O)cnc2O[C@H]1CN(C)CC1CCOCC1
  22.1 | -0.2
- COc1cc(-c2nnc(SCC(=O)c3cccc([N+](=O)[O-])c3)n2-c2ccccc2)cc(OC)c1OC
  8.6 | 0.0
- CCC(=O)Nc1ccc2c(c1)C(=O)N(C)C[C@@H](OC)[C@H](C)CN(Cc1ccccc1)[C@@H](C)CO2
  -1.0 | 0.0
- Cc1ccc(S(=O)(=O)N[C@@H]2CC[C@@H](CC(=O)O)O[C@@H]2CO)cc1
  5.7 | 0.3
- C[C@@H]1CN([C@@H](C)CO)S(=O)(=O)c2ccc(C3=CCCCC3)cc2O[C@H]1CN(C)S(C)(=O)=O
  0.4 | x
- CCc1ccccc1NC(=O)CCC(=O)O
  -14.0 | 0.2
- C[C@@H]1CN([C@H](C)CO)C(=O)Cc2cc(NC(=O)Nc3ccccc3)ccc2O[C@@H]1CN(C)S(=O)(=O)c1ccccc1
  -6.5 | 0.0
- COc1ccc(NC(=O)N(C)C[C@H]2Oc3c(NC(=O)NC4CCCCC4)cccc3C(=O)N([C@H](C)CO)C[C@@H]2C)cc1
  0.5 | x
- C[C@H]1CN([C@@H](C)CO)C(=O)c2cccc(NC(=O)Nc3ccc(C(F)(F)F)cc3)c2O[C@H]1CN(C)Cc1ccc(Oc2ccccc2)cc1
  x | -3.5
- COc1ccccc1NC(=O)N[C@@H]1CC[C@@H](CCn2cc(C3(O)CCCC3)nn2)O[C@H]1CO
  -0.5 | -0.5
- COCC#Cc1cnc2c(c1)C(=O)N([C@@H](C)CO)C[C@@H](C)[C@H](CN(C)Cc1ccc(-c3ccccc3)cc1)O2
  2.1 | x
- C[C@@H]1CN([C@@H](C)CO)C(=O)c2cc(NC(=O)c3ccncc3)ccc2O[C@@H](C)CCCCO[C@@H]1CN(C)C(=O)Nc1cccc2ccccc12
  x | -1.1
- O=C(N[C@H]1CC[C@H](CCn2cc(C3(O)CCCC3)nn2)O[C@@H]1CO)C1CCCC1
  -5.4 | -0.4
- CCn1cc(CN(C)C(=S)Nc2cccc(C(C)=O)c2)c(C)n1
  x | 12.6
- COc1ccnc(CS(=O)c2nc3ccc(OC(F)F)cc3[nH]2)c1OC (stereo not given)
  x | 0.1
- Cc1ccc(S(=O)(=O)N(C)C[C@H]2OCCCC[C@H](C)Oc3ccc(N(C)C)cc3C(=O)N([C@H](C)CO)C[C@H]2C)cc1
  -6.6 | 0.8
- CCC(=O)Nc1ccc2c(c1)C(=O)N(C)C[C@H](OC)[C@@H](C)CN(C(=O)c1ccccc1F)[C@@H](C)CO2
  3.7 | 0.3
- C[C@@H]1CN([C@@H](C)CO)C(=O)c2cc(NC(=O)CCCN(C)C)ccc2O[C@H]1CN(C)Cc1ccc(C(=O)O)cc1
  -5.7 | 1.6
- C[C@@H]1CCCCO[C@@H](CN(C)S(C)(=O)=O)[C@@H](C)CN([C@H](C)CO)C(=O)c2cc(NC(=O)Nc3ccc(F)cc3)ccc2O1
  x | 3.5
- CCc1cccc(C)c1NC(=O)CSc1nnc(-c2ccc(OC)cc2)o1
  10.3 | -0.8
- COc1ccc2c(c1OC)OC[C@@H](c1ccc(OC)c(OC)c1OC)C2
  3.4 | -1.4
- CC(=O)NCCCC[C@@H]1NC(=O)[C@@H]2C[C@H](C(=O)O)[C@H](c3ccc(O)cc3)N2C1=O
  6.7 | x
- CN(CC(=O)Nc1cccnc1)S(=O)(=O)c1ccc2ccccc2c1
  -0.2 | -0.2
- COc1ccc(CC(=O)Nc2cc(C)ccc2O)cc1OC
  x | -1.0
- Cc1noc(C)c1S(=O)(=O)Nc1cccc2c1O[C@H](CN(C)Cc1ccc(C(=O)Nc3ccccc3N)cc1)[C@H](C)CN([C@H](C)CO)C2=O
  9.4 | x
- CC(C)CC#Cc1ccc2c(c1)O[C@@H](CN(C)Cc1ccncc1)[C@H](C)CN([C@H](C)CO)S2(=O)=O
  38.8 | 5.4
- COc1ccccc1CNC(=O)C[C@H]1C[C@H]2c3cc(NC(=O)Nc4ccccc4F)ccc3O[C@H]2[C@@H](CO)O1
  -9.5 | 0.2
- Cc1oc(C(C)(C)C)cc1C(=O)C(C#N)=C1SCCS1
  -2.2 | -6.0
- Cc1noc(C)c1NC(=O)N[C@@H]1CC[C@@H](CCNC(=O)C2CCCC2)O[C@@H]1CO
  -4.2 | 0.2
- COc1ccc(CN(C)C[C@H]2Oc3ccc(NC(=O)C4CC4)cc3CC(=O)N([C@@H](C)CO)C[C@H]2C)cc1
  -0.3 | 2.0
- Cc1noc(C)c1NC(=O)Nc1ccc2c(c1)C(=O)N([C@@H](C)CO)C[C@@H](C)[C@@H](CN(C)C(=O)NC1CCCCC1)OCCCC[C@@H](C)O2
  x | 0.0

Source: PubChem (Broad Institute)
